Screening data: PubChem BioAssay, NMMLSC
QS inhibitor: S. aureus quorum sensing inhibition; S. aureus RN6390 RNAIII-GFP reporter, AIP-induced, flow cytometry 3 h; inhibition, % at 2 µM; 24,000 tested, 0.3% active; AID 527;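 active = share of bacteria positive for the green fluorescent reporter and its mean brightness both inhibited by 50% or more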;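 also: 0% = AIP-stimulated control and 100% = unstimulated bacteria without AIP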
QS inhibitor GFP MFI %: second read-out of QS inhibitor, no call of its own (marks repeat the call); inhibition, %; measured here: inhibition of GFP MFI
* = called active by the depositor. Only part of the results is shown (hit frequency here may not be typical).

QS inhibitor | QS inhibitor GFP MFI % | Compound
-1 | -3 | CC1=C(C(=O)Nc2cccnc2)C(c2ccncc2)n2nnnc2N1 (stereo not given)
-2 | -4 | COc1ccc2nc(NC(=O)C(NS(=O)(=O)c3cccc4nsnc34)C(C)C)sc2c1 (stereo not given)
4 | 14 | C=CCNC(=O)c1oc2ccc(S(=O)(=O)N(CC)CC)cc2c1C
-2 | -2 | COC(=O)n1ccc(C(=O)Nc2ccccc2F)n1
1 | 6 | COCC(=O)Nc1sc2c(c1C(=O)OC)CCC(C)C2 (stereo not given)
-1 | -7 | COc1cccc(N2CCN(CC(=O)c3c[nH]c4ccc(OC)cc34)CC2C)c1 (stereo not given)
0 | 1 | CCOc1ccc(OCC)c(Nc2cc(C)nc3nc(C)nn23)c1
-1 | -20 | CCn1c(C)nc2cc(C(=O)OC(C(F)(F)C(F)F)C(F)(F)C(F)F)ccc21
2 | 0 | CCOc1cc(C(=O)NCc2nnc(SCC(=O)OC)n2C)cc(OCC)c1OCC
0 | 3 | CCn1c(SCC(N)=O)nnc1-c1ccc(S(=O)(=O)N2CCN(C)CC2)cc1
0 | 4 | O=P(CCNCc1ccco1)(c1ccccc1)c1ccccc1
2 | 4 | O=C(CC1N=C2c3ccccc3N=C(SCc3ccc(Cl)cc3)N2C1=O)NCc1ccco1 (stereo not given)
-4 | -11 | CCOc1ccc(N(CC(=O)Nc2cccc(F)c2)S(=O)(=O)c2c(C)noc2C)cc1
0 | 4 | CCOC(=O)C1CCN(c2nc3ccccc3nc2C(C#N)C(=O)OCCOC)CC1 (stereo not given)
0 | -6 | CCOC(=O)CCCCNCc1ccccc1
1 | 6 | Cn1cccc1Cc1nnc(SCC(=O)NCc2ccc3c(c2)OCO3)n1CCc1ccccc1
1 | 44 | CCOC(=O)CSc1nnc(-c2nnc(SCC(=O)OCC)n2CC)n1CC
-4 | -6 | COCc1cc(C)c(C#N)c(=S)[nH]1
0 | -24 | CCOC(=O)c1c(C)[nH]c(C(=O)COC(=O)C2CC2C)c1C (stereo not given)
7 | 15 | O=C(NCCN1CCN(c2ccccc2)CC1)C1CCN(S(=O)(=O)c2cccs2)CC1
0 | 0 | O=C(Cn1cnc2c(nnn2-c2ccc(F)cc2)c1=O)N1CCCC1
-4 | -23 | CC1(C)S[C@@H]2[C@H](NC(=O)C(C(=O)O)c3ccccc3)C(=O)N2[C@H]1C(=O)O (stereo not given in full)
8 | 8 | O=C(CN1C(=O)C2C3C=CC(C3)C2C1=O)NC1CCCc2ccccc21 (stereo not given)
-1 | -6 | Cc1cccc(OCC(=O)Nc2ccccc2N2CCN(C(=O)C(C)C)CC2)c1C
0 | -13 | O=C(NCC1CCCO1)c1nnc(Cc2ccc(F)cc2)o1 (stereo not given)
1 | 14 | Cc1cccc(N(C)S(=O)(=O)c2ccc3[nH]cc(C(=O)N4CCOCC4)c(=O)c3c2)c1
1 | 3 | CCn1c(CC(C)C)n[nH]c1=S
-6 | -12 | COc1cc(OC)c(Nc2cc(C)nc3nc(C)nn23)cc1Cl
1 | 0 | CC(=Nc1ccc(C)c(C)c1)C1=C(O)CCC1=O
-4 | -17 | COC(=O)c1cc2ccccc2c(=O)s1
-3 | -2 | COC(=O)c1cc(-c2ccc(OC)c(OC)c2)n[nH]1
23 | 25 | Cc1cccc(N2CCN(C(=O)CCn3c(=O)[nH]c4ccccc4c3=O)CC2)c1C
10 | 11 | CCCCC(=O)c1c(O)c2ccccc2oc1=O
-3 | -9 | Nc1ccc2[nH]ncc2c1
5 | 34 | CCn1ncc(C2=NOC(C(=O)NCc3ccccc3)C2)c1C (stereo not given)
40 | 42 | COc1cccc(-c2nn(C)c3sc(C(=O)NCc4ccco4)cc23)c1
6 | 21 | CCCCNC(=O)c1c(C)cc(=O)oc1C
-2 | -32 | O=C(Nc1ccc(N2CCOCC2)cc1)Nc1ccc2nc(-c3ccco3)c(-c3ccco3)nc2c1
-4 | -22 | CCOc1ccc(C(=O)N2CCN(C(=O)c3ccco3)CC2)cc1OCC
2 | 15 | O=C1NCCN1C(=O)c1cccc(Cl)c1
2 | -21 | CC1CCN(C(=O)CSc2ccc3nnc(-c4ccccc4)n3n2)CC1
7 | 15 | Cc1oc(-c2ccccc2F)nc1CS(=O)(=O)CC(=O)N1CCc2ccccc21
-1 | -55 | CCC(=O)Oc1ccc(C2N(C(=O)CC)CCN2S(=O)(=O)c2ccc(C)cc2)cc1OC (stereo not given)
15 | 29 | COc1ccc(OC)c(C2SCCN2S(=O)(=O)c2cccc(C(F)(F)F)c2)c1 (stereo not given)
-4 | -16 | COCCN1C(=O)c2oc3ccccc3c(=O)c2C1c1ccc(C(=O)OC)cc1 (stereo not given)
-5 | -11 | CN1CCc2c(sc3c2c(=O)n(-c2ccccc2)c2nnc(SCc4ccccc4)n32)C1
0 | -18 | Oc1c(I)cc(Cl)c2cccnc12
-4 | -8 | O=C(CCn1c(=O)[nH]c2ccsc2c1=O)N1CC(=O)N(CCc2ccccc2)C(=O)C1
-1 | 3 | CCc1cc(=O)oc2c(CN3CCN(C)CC3)c(O)c(Cl)cc12
2 | 24 | CCOC(=O)N1CCC(N(C(=O)Nc2ccc(Cl)c(Cl)c2)C(C)CC)CC1 (stereo not given)
20 | 45 | CCOC(=O)c1c(C)[nH]c(C(=O)Cn2c(=O)c3c(ncn3CC)n(Cc3ccccc3)c2=O)c1C
-12 | -23 | Cc1ccc(S(=O)(=O)c2c(C)nn(C(C)(C)C)c2OC(=O)C2CCCC2)cc1
3 | 10 | CCOC(=O)C1CCCN(c2c(NCC3CCCO3)c(=O)c2=O)C1 (stereo not given)
9 | 20 | CCOc1cc(C#N)c(NC(=O)Cn2nnc3ccccc32)cc1OCC
0 | 29 | CCOC(=O)N1CCN(C(=O)CSc2nnc(-c3cccc(OC)c3)o2)CC1
-4 | -10 | CCOC(=O)c1c(C)c(C(=O)NCCOC)c(C)n1CC
4 | 22 | Cc1cc(C(=O)CSCc2nnc3n(CCC(C)C)c(=O)c4ccccc4n23)c(C)n1C
1 | 0 | Cc1cc(C)cc(-n2nnc(C(=O)NCc3ccccc3)c2N)c1
3 | 19 | COc1cccc(-n2nnc3c(=O)n(CC(=O)N4CCC(C)CC4)cnc32)c1
-3 | -5 | CCCCN(C)CCn1c(=S)[nH]c2ccc(N3CCOCC3)cc2c1=O

Next part
QS inhibitor | QS inhibitor GFP MFI % | Compound
0 | 0 | CCCCCc1c(C)nc(Nc2nc(C)c3cc(OC)ccc3n2)[nH]c1=O
-2 | -6 | CCn1cc(C2=NCC(C)O2)c2ccccc21 (stereo not given)
11 | 31 | CCOc1cc2[nH]c(=O)n(Cc3cccc(OC)c3)c(=O)c2cc1OCC
2 | 10 | Cc1cc(C)c(C#N)c(SCS(=O)Cc2ccccc2)n1 (stereo not given)
7 | 13 | O=C(CN1C(=O)C2C3C=CC(C3)C2C1=O)NCCN1CCCc2ccccc21 (stereo not given)
27 | 40 | O=C(CCn1c(=O)oc2ccccc21)N1CCOCC1
0 | -3 | Cc1nc2c3cnn(-c4ccccc4)c3ncn2n1
-4 | -9 | CC1CCN(S(=O)(=O)c2ccc3c(c2)c(=O)c(C(=O)N2CCCCC2)cn3C)CC1
-1 | -11 | CN(C(=O)c1ccco1)c1nnc(C23CC4CC(CC(C4)C2)C3)s1
-1 | 9 | COC(=O)C1=C(C)Nc2nnnn2C1c1cccs1 (stereo not given)
-1 | 10 | CC(=O)Nc1ccc(S(=O)(=O)NCc2csc(C)n2)cc1
-1 | -5 | Cc1ccc(CN2C(=O)CCC2C(=O)NCC2CCCO2)cc1 (stereo not given)
0 | 15 | CCOC(=O)CC(=O)CSc1ccc2nnc(-c3ccc(F)cc3)n2n1
-6 | -8 | COc1cccc(NC(=O)CSc2nnc(-c3ccc(C)cc3)o2)c1
-4 | -14 | CCOC(=O)c1sc(NC(=O)CSc2nnnn2-c2ccccc2)c(C(=O)OCC)c1C
-2 | -1 | CCOC(=O)N1CCC(N2C(=O)c3ccccc3C2Nc2cccnc2)CC1 (stereo not given)
0 | -7 | CCOC(=O)N1CCN(CC(=O)Nc2c(C(=O)OC)[nH]c3cccc(Cl)c23)CC1
-1 | -76 | COc1ccc2cnn(-c3ccccc3)c(=O)c2c1OC
-1 | 1 | Cc1ccc2oc(=O)c3cnn(CC(=O)NCCc4ccsc4)c3c2c1
-4 | 5 | CCCCCn1c(=O)[nH]c2cc(C(=O)NCc3ccc4c(c3)OCO4)ccc2c1=O
-1 | -3 | CCc1ccccc1-n1cnc2cc(C(=O)O)ccc21
-6 | -4 | CCN(CC)C(=O)C1CCN(S(=O)(=O)c2ccc(C3CNC(=O)C3)cc2)CC1 (stereo not given)
1 | -2 | O=C1CN(C(=O)CN2CCCC2)C(c2ccccc2)c2cc(Br)ccc2N1 (stereo not given)
-2 | -13 | COc1cccc(C2=CC(c3ccc(OC)c(OC)c3OC)n3nnnc3N2)c1 (stereo not given)
-2 | 0 | O=c1cc(NCC2CCCO2)[nH]c(=O)n1-c1ccc(Cl)cc1 (stereo not given)
0 | 7 | CCCCn1c(NC(=O)CC)c(C#N)c2nc3ccccc3nc21
0 | 4 | CCOc1ccc(OCC)c(NC(=O)CC2Oc3ccccc3NC2=O)c1 (stereo not given)
-3 | -5 | COCC(=O)N(Cc1cc2cc(OC)ccc2[nH]c1=O)c1ccccc1
2 | 15 | O=C(NCCC1=CCCCC1)C1CCN(C(=O)Nc2ccccc2)CC1
4 | 6 | O=C(CCN1C(=O)C2C3C=CC(C3)C2C1=O)NCCc1ccccc1Cl (stereo not given)
4 | 16 | O=C(NCc1cccs1)C(Cc1ccccc1)NS(=O)(=O)c1cccs1 (stereo not given)
-1 | -6 | CCS(=O)(=O)N1CCCC(C(=O)NC2CCCC2)C1 (stereo not given)
-4 | -26 | CCOc1ccc2nc(N3CCC(C(=O)N4CCN(c5ncccn5)CC4)CC3)sc2c1
-2 | -8 | Cc1onc(-c2ccccc2)c1C(=O)N[C@@H]1C(=O)N2[C@@H]1SC(C)(C)[C@@H]2C(=O)O
-2 | -3 | O=C1CSc2ccccc2N1Cc1ccccc1F
-2 | -8 | COCCCN(C(=O)Nc1ccc(C)c(C)c1)C(C)c1ccccn1 (stereo not given)
0 | -7 | CC1(C)CNC(=O)CC(C)(C)N1O
2 | 12 | O=C(Nc1ccc(S(=O)(=O)NC2CCCC2)cc1)c1cnccn1
2 | 8 | Nc1nc2n(n1)C(c1ccccc1)CC(c1ccc(F)cc1)N2 (stereo not given)
-3 | -25 | CCOC(=O)Cn1c(=O)oc2cc(S(=O)(=O)NCc3cccs3)ccc21
-1 | -2 | O=C(C1CC1)N(Cc1ccco1)c1nc(-c2ccccc2)cs1
1 | 3 | O=C(Cc1cccs1)N(c1ccccc1)C1C=CS(=O)(=O)C1 (stereo not given)
-4 | -51 | Cc1cccc(C)c1NC(=O)C1(NC(=O)c2cnccn2)CCCCC1
-1 | -1 | N=C1SCC(=O)N1c1nc(-c2ccccc2)cs1
0 | -8 | CC(C(=O)Nc1ccccc1-c1ccccc1)N1CCOCC1 (stereo not given)
-4 | -30 | O=c1c2ccccc2[nH]c(=S)n1C1CCCCC1
1 | 8 | CCOC(=O)N1CCN(C(=O)CCc2ccc(S(=O)(=O)NCCc3ccccc3)cc2)CC1
-6 | -18 | O=C(CN1CCOc2ccccc21)NC1CC1

A different layout for three compounds above:
| smiles | QS inhibitor | QS inhibitor GFP MFI % |
| --- | --- | --- |
| Cc1cccc(C)c1NC(=O)C1(NC(=O)c2cnccn2)CCCCC1 | -4 | -51 |
| CCOC(=O)N1CCN(C(=O)CCc2ccc(S(=O)(=O)NCCc3ccccc3)cc2)CC1 | 1 | 8 |
| CC(C(=O)Nc1ccccc1-c1ccccc1)N1CCOCC1 (stereo not given) | 0 | -8 |

Later entries:
QS inhibitor | QS inhibitor GFP MFI % | Compound
0 | -1 | CCCOc1ccccc1C1CC(=O)Nc2cc3c(cc21)OCCO3 (stereo not given)
-2 | -9 | Cc1nc2sc(C(c3cccs3)N3CCC(C(N)=O)CC3)c(O)n2n1 (stereo not given)
-3 | -20 | COc1ccc(N2CCN(C(=O)CN=C3NS(=O)(=O)C(c4ccc(C)cc4)=C3C)CC2)cc1
3 | 6 | COc1ccc(C(=O)Nc2ccc(S(=O)(=O)Nc3onc(C)c3C)cc2)cc1
0 | 11 | CC(C)OC(=O)CSc1nnnn1-c1ccc2c(c1)OCCO2
-1 | -5 | Cc1cc(C)n(-c2nc3ccccc3nc2Nc2ccc3c(c2)OCO3)n1
2 | 8 | Cc1cccc(OCC(=O)NCc2ccncc2)c1C

Molecules shown so far with two or more sulfur atoms (14):
QS inhibitor | QS inhibitor GFP MFI % | Compound
-2 | -4 | COc1ccc2nc(NC(=O)C(NS(=O)(=O)c3cccc4nsnc34)C(C)C)sc2c1 (stereo not given)
0 | 3 | CCn1c(SCC(N)=O)nnc1-c1ccc(S(=O)(=O)N2CCN(C)CC2)cc1
1 | 44 | CCOC(=O)CSc1nnc(-c2nnc(SCC(=O)OCC)n2CC)n1CC
7 | 15 | O=C(NCCN1CCN(c2ccccc2)CC1)C1CCN(S(=O)(=O)c2cccs2)CC1
15 | 29 | COc1ccc(OC)c(C2SCCN2S(=O)(=O)c2cccc(C(F)(F)F)c2)c1 (stereo not given)
-5 | -11 | CN1CCc2c(sc3c2c(=O)n(-c2ccccc2)c2nnc(SCc4ccccc4)n32)C1
2 | 10 | Cc1cc(C)c(C#N)c(SCS(=O)Cc2ccccc2)n1 (stereo not given)
-1 | 10 | CC(=O)Nc1ccc(S(=O)(=O)NCc2csc(C)n2)cc1
-4 | -14 | CCOC(=O)c1sc(NC(=O)CSc2nnnn2-c2ccccc2)c(C(=O)OCC)c1C
4 | 16 | O=C(NCc1cccs1)C(Cc1ccccc1)NS(=O)(=O)c1cccs1 (stereo not given)
-3 | -25 | CCOC(=O)Cn1c(=O)oc2cc(S(=O)(=O)NCc3cccs3)ccc21
1 | 3 | O=C(Cc1cccs1)N(c1ccccc1)C1C=CS(=O)(=O)C1 (stereo not given)
-1 | -1 | N=C1SCC(=O)N1c1nc(-c2ccccc2)cs1
-2 | -9 | Cc1nc2sc(C(c3cccs3)N3CCC(C(N)=O)CC3)c(O)n2n1 (stereo not given)
